# Assay outcomes (PubChem BioAssay)
# RXFP1 agonist = qHTS Assay for Agonists of the Relaxin Receptor RXFP1; Potency, µM (doses to about 57.5 µM), for the others: at the top dose activation, usual class: activators; AID 2676, 2010; Relaxin receptor 1 (Homo sapiens), Q9HBX9; 0.3% of 370,000 active; HEK293T-RXFP1 cAMP TR-FRET, 30 min; response scale: percent of porcine relaxin response, buffer zero; note: potency is the fitted concentration of half-maximal effect; % is set by controls: 0 for no effect and ±100 for the full control effect; nearly all actives have a fitted effect of over 60% in size; many of its hits are not listed in these tables
#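 HEK293 cells stably expressing RXFP1, treated 30 min at 37C with compounds plus PDE4 inhibitor Ro 20174; cAMP measured by HTRF TR-FRET. Normalized to buffer and 29 nM porcine relaxin; EC50 by Hill fit.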
# D1 antagonist = Antagonist of Human D 1 Dopamine Receptor: qHTS | D(1A) dopamine receptor (Homo sapiens), P21728 | HEK293 TREx D1 cells, calcium flux, dopamine EC80; stronger effect = lower value | activity change, negative = inhibition, % at 10 µM | 3.2% of 360,000 active; in the data active = activity change below about -30%; note: % is set by controls: 0 for no effect and ±100 for the full control effect
# Target sequence (P21728 whole entry, looked up): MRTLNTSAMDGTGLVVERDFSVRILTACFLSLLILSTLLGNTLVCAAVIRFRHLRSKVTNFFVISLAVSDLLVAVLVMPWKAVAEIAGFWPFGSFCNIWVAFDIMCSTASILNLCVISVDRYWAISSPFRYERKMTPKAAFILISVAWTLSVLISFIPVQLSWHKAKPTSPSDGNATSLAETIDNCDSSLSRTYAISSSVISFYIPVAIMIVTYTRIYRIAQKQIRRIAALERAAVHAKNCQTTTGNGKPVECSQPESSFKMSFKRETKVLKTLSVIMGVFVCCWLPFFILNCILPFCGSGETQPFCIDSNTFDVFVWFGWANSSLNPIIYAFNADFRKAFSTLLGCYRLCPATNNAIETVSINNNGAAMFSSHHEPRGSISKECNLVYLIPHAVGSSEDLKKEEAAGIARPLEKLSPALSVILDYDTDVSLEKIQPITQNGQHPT
#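 Calcium flux readout: force-coupled, inducible Hek293 Trex D1 line, cells induced overnight at 30 C with tetracycline, dye-loaded 30–90 min at RT. Antagonism scored against EC80 dopamine challenge given 180 s after compound.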
# D1 ag = Allosteric Agonists of the Human D1 Dopamine Receptor: qHTS | HEK293 T-REx D1 cells, calcium flux, agonist mode | activation, % at 2 µM | D(1A) dopamine receptor (Homo sapiens), P21728 | AID 504660, 2011 | 1% of 360,000 active; in the data active = activation above about 30%; note: 0% is about no effect
#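 Tetracycline-induced HEK293 TREx D1 cells, force-coupled to calcium signalling, were dye-loaded with a no-wash calcium kit. Compound was pin-added after a 10 s baseline. Fluorescence was read kinetically at 1 cycle/s for 180 s, with calcium rises flagged as agonism.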
# D2 potentiator = HTS Assay for Positive Allosteric Modulators of the Human D2 Dopamine Receptor: Primary Screen for Potentiators; D(2) dopamine receptor (Homo sapiens), P14416; potentiation, % at 10 µM; 0.34% of 340,000 active; HEK293 T-REx D2, calcium flux, EC20 dopamine potentiation;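 active = potentiation over 3 SD above the plate norm, cut at about 30% in these data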; note: 0% is about no effect
#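 Potentiation of an EC20 dopamine calcium response measured kinetically over 180 s, after a preceding 180 s compound-only read flagging agonists. Cells: inducible Hek293 Trex D2 line, 4000/well, cultured overnight at 30 C before dye loading.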
# Vif-A3F inh = qHTS for Inhibitors of Vif-A3F Interactions: qHTS; HeLa A3F-eYFP + Vif (tagged APOBEC3F with the HIV-1 protein that degrades it), YFP fluorescence increase; Potency, µM (top dose mostly 46.1 µM), inactives show at the top dose activity, negative = active; 0.2% of 390,000 active; AID 602313, 2012; note: potency is the fitted concentration of half-maximal effect; % of control where 0% means no effect; nearly all actives have a fitted effect of over 65% in size
#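 HeLa cells stably expressing Vif plus C-terminally eYFP-tagged A3F were seeded, incubated overnight at 37 deg C, dosed with compound, incubated overnight again at 37 deg C. Yellow fluorescence (Ex 488/Em 500-530) reported blocked Vif-mediated A3F-eYFP degradation.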
# GRP78 ERSR act = qHTS for Inducers of the Endoplasmic Reticulum Stress Response (ERSR) in Human Glioma: qHTS; Potency, µM, for inactives: top-dose activation, hits mostly activators; U87-MG GRP78 promoter luciferase reporter, 16 h; 0.02% of 420,000 active; AID 602332, 2012; note: potency is the fitted concentration of half-maximal effect; series mostly up to about 76 µM; % of control where 0% means no effect; nearly all actives have a fitted effect of over 35% in size
#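 Stably transfected U87-MG human glioma cells carrying a GRP78-based luminescent sensor were seeded at 1000 cells/well, pin-dosed with compounds and incubated 16 h. Luciferase reagent was then added, and end-point luminescence was read after 10 min at room temperature.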
# Vif-A3G inh = qHTS for Inhibitors of Vif-A3G Interactions: qHTS. HeLa A3G-eYFP + Vif (tagged APOBEC3G with the HIV-1 protein that degrades it), YFP fluorescence, overnight. Potency, µM (doses to about 46.1 µM), without a hit: at the top dose activity, negative = active, hits mostly inhibitors. DNA dC->dU-editing enzyme APOBEC-3G (Homo sapiens), Q9HC16. 0.076% of 410,000 active. AID 602310, 2012;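 note: potency is the fitted concentration of half-maximal effect; % is set by controls: 0 for no effect and ±100 for the full control effect; nearly all actives have a fitted effect of over 60% in size; hits raise eYFP signal because A3G escapes Vif-driven loss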
# Target sequence (Q9HC16 whole entry, looked up): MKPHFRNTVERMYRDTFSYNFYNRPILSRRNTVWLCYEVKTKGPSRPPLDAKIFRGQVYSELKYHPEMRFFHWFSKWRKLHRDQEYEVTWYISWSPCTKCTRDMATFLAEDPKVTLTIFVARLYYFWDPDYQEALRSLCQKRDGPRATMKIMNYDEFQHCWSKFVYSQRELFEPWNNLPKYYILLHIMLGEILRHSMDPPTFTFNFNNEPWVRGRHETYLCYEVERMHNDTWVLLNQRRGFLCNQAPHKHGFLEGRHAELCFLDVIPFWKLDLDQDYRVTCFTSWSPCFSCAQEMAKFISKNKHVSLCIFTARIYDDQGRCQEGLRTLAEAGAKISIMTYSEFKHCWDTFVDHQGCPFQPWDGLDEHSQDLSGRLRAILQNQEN
#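 Read-out is eYFP fluorescence (Ex 488/Em 500-530) from Vif-expressing HeLa A3G-eYFP cells; more signal means A3G escaped Vif-mediated degradation. Cells plated overnight, compound pinned in, incubated overnight at 37 deg C.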
# D1 PAM = Potentiators of Human D1 Dopamine Receptor: qHTS | HEK293 TREx D1 cells, calcium flux, dopamine EC20 potentiation | potentiation, % at 10 µM | 0.036% of 360,000 active | AID 504651, 2011; in the data active = potentiation above about 30%; note: 0% is about no effect
# RXFP1 antagonist = qHTS Assay for Antagonists of the Relaxin Receptor RXFP1; activity change, negative = inhibition, % at 57.5 µM; 0.59% of 350,000 active; HEK293-RXFP1, relaxin-stimulated cAMP HTRF, 30 min; stronger effect = lower value;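 active = activity change of -60% or lower, but not beyond a set lower limit; inconclusive = change between -60% and -40%, or beyond the set limit; inactive = change above -40%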; note: % is set by controls: 0 for no effect and ±100 for the full control effect
# * marks the source's active call; other numbers are inactive results; ? = inconclusive; / = no result given; & = joins results of further samples. Unless noted, calls come from the whole dose curve; as a rule, active = well fitted curve in the direction sought with a large enough effect; inconclusive = small, poorly fitted or top-dose-only effect, or another doubt; inactive = no such curve, though single readings can be large; an effect the other way counts as inactive or inconclusive. These rows are one share of the data (hit frequency here may not be typical).
SMILES,RXFP1 agonist,D1 antagonist,D1 ag,D2 potentiator,Vif-A3F inh,GRP78 ERSR act,Vif-A3G inh,D1 PAM,RXFP1 antagonist
CC(C)=CC(=O)OCC(=O)NC(=O)NC(C)(C)C,0.0%,2,4,/,-5%,1%,0%,-3,11
NS(=O)(=O)c1ccc(NC(=S)NC(=O)/C=C/c2ccco2)cc1,3.8%,-4,1,/,-10%,-3%,3%,-7,-22
Cc1cc(C)c(S(=O)(=O)N2CCCCC2CCNC(=O)C(=O)NCCN2CCOCC2)c(C)c1 (centres undefined),0.8%,-5,1,-1,-12%,-2%,0%,-1,1
COc1ccc(NC(=O)CC2C(=O)N(c3ccc(Cl)cc3)C(=S)N2NC(=O)c2cccc(F)c2)cc1 (centres undefined),2.4%,6,1,-9,-7%,-2%,-8%,-6,-19
O=C(OCc1cnc(Cl)s1)c1ccccc1Cl,1.0%,-12,1,19,-9%,0%,1%,3,-7
Cc1cccc(C#Cc2ccccc2)n1,0.0%,-2,0,18,-3%,-12%&-1%&-2%&1%,-3%&-3%,-1,/
CCN(CC)S(=O)(=O)c1ccc(NC(=O)c2ccc(N(C)S(C)(=O)=O)cc2)cc1,0.3%,-36*,8,12,-10%,-4%,1%,-12,-7
CNC(=O)/C(C#N)=C/c1ccc(-c2ccc(OC)cc2[N+](=O)[O-])o1,0.2%,-18,3,15,0%,2%,-4%,-5,-11
CN1CCN(C2=Nc3c(Cl)cc(Cl)c4cccc2c34)CC1,-1.3%,-9,6,-1,-6%,-4%,-10%,-2,-4
O=c1c(-c2nc3ccccc3s2)cccn1Cc1ccccc1,9.8%,/,/,/,4%,11%,-8%,/,0
C=CCn1c(-c2ccc(Cl)cc2)cnc1SC(C)C(=O)NC(N)=O (centres undefined),3.2%,-7,2,1,-2%,-1%,1%,6,-15
Clc1ccc(CO/N=C/c2cccs2)cc1,-1.4%,2,4,0,6%,-3%,-1%,0,-4
O=C1N/C(=C/c2ccsc2)C(=O)N1c1ccccc1,-1.3%,8,4,5,-5%,4%,-8%,1,-5
C=C(C)Cn1c(SCC(=O)Nc2cccc(Cl)c2)nc2sc3c(c2c1=O)CCCC3,6.6%,-3,4,2,-3%,-1%,-3%,0,-3
Fc1ccc(F)c(C2=NNC(=Nc3ccccc3F)SC2)c1,-5.1%,-20,5,1,-4%,3%,-16%,-1,-7
Clc1nnc2ccc(-c3ccccc3)nn12,0.5%,-4,1,-3,-15%,2%,1%,-7,-2
NC(=O)CCC(C(=O)O)N1C(=O)c2ccc(O)cc2C1=O (centres undefined),-0.3%,5,4,3,19%,-4%,-4%,2,-6
Cc1ccc(S(=O)(=O)N(CC(=O)NN=C2CCN(C)CC2)c2ccc(F)cc2)cc1,-0.3%,13,3,2,0%,-1%,-3%,3,-1
COc1cc(OC)cc(C(=O)N[C@H](C(=O)OCC(=O)NC(C)c2ccccc2)C(C)C)c1 (some centres undefined),-0.5%,-10,119*,-10,-19%,-6%,1%,37*,9
CCCOC(=O)c1c(N)sc(C(=O)OCC)c1C,1.1%,7,3,3,-12%,1%,-7%,-4,-6

# Shown tab-delimited: two of the compounds above
mol	RXFP1 agonist	D1 antagonist	D1 ag	D2 potentiator	Vif-A3F inh	GRP78 ERSR act	Vif-A3G inh	D1 PAM	RXFP1 antagonist
C=C(C)Cn1c(SCC(=O)Nc2cccc(Cl)c2)nc2sc3c(c2c1=O)CCCC3	6.6%	-3	4	2	-3%	-1%	-3%	0	-3
Fc1ccc(F)c(C2=NNC(=Nc3ccccc3F)SC2)c1	-5.1%	-20	5	1	-4%	3%	-16%	-1	-7

# Carrying on:
SMILES,RXFP1 agonist,D1 antagonist,D1 ag,D2 potentiator,Vif-A3F inh,GRP78 ERSR act,Vif-A3G inh,D1 PAM,RXFP1 antagonist
O=C(COC(=O)Cc1c(Cl)cccc1Cl)NCC1CCCO1 (centres undefined),2.0%,-9,1,10,0%,-5%,2%,-2,-15
O=C(Cc1ccccc1)NCCn1ccc2ccccc21,0.2%,9,1,-2,5%,-2%,-1%,1,9
CCCCN(C)Cc1c(O)ccc2c(-c3ccccc3)cc(=O)oc12,6.7%,5,3,/,2%,-4%,-3%,-7,4
CCCc1cc(=O)c2ccc(OC/C(C)=N/O)cc2o1,3.9%,32,4,/,6%,1%,0%,3,1
COc1ccc(S(=O)(=O)n2nc(-c3ccco3)nc2NCc2ccc(C(C)C)cc2)cc1,-1.7%,6,7,-9,-2%,6%,-1%,-1,-4
CCC(=O)c1cn(CCOc2ccccc2OC)c2ccccc12,0.7%,-11,15,2,3%,-4%,0%,-1,-8
CC(C)OC(=O)c1c(NC(=O)c2cc3nc(-c4ccccc4)cc(C(F)(F)F)n3n2)sc2c1CCCC2,-1.1%,18,3,12,1%,-1%,-2%,-1,-14
CCC(=O)Nc1cccc(-c2nnc(SCC(=O)c3ccccc3)n2C)c1,1.4%,-10,1,2,1%,-8%,-3%,5,2
Cc1ccc(-n2c(O)c(C=NC3CCS(=O)(=O)C3)c3ccccc3c2=O)c(C)c1 (centres undefined),0.3%,6,1,4,10%,-2%,-6%,3,-17
CCOC(=O)c1cnc2c(-c3ccccc3)c(-c3ccccc3)nn2c1C,-2.0%,6,2,0,3%,-2%,1%,2,-5
O=C(COc1ccc2c(c1)CCC2)NCc1cccc(Cl)c1,0.0%,8,7,-8,-9%,-4%,3%,-6,-11
COc1ccc(CCNC(=O)C2CCN(C(=O)c3ccc(F)cc3)CC2)cc1,-0.1%,8,1,-1,-2%,-4%,0%,-3,-1
CCCc1c(C(=O)N/N=C(\C)CCc2ccccc2)nnn1-c1nonc1N,2.0%,11,6,-2,-5%,-4%,-1%,-6,-6
O=C(CN1CCOCC1)Nc1c2c(nc3ccccc13)N(Cc1ccccc1)CC2,-0.7%,9,0,9,/,-18%,0%,-1,-10
CN(c1ccc(Cl)cc1)S(=O)(=O)c1nnc(NC(=O)C2CCCCC2)s1,0.1%,14,7,7,-19%,5%,1%,-4,-6
CN(C)c1ccc(S(=O)(=O)c2ccc(Cl)cc2)cc1,4.6%,-17,6,-7,5%,-1%,0%,-2,-22
Cc1cc2cc(CNC(=S)NC3CCCCC3)ccc2[nH]1,0.4%,-4,3,-7,-5%,3%,10%,-2,0
Cc1ccc(CNC(=O)CCc2c(C)nn(-c3ccc(N4CCCCC4)nn3)c2C)cc1,0.1%,-16,3,6,0%,-3%,2%,-5,-1
O=C(NCc1ccccc1C(F)(F)F)C1CC(c2cc(C(F)(F)F)cc(C(F)(F)F)c2)=NO1 (centres undefined),-2.5%,-14,13,3,5%,-2%,3%,1,/
Cc1ccc(S(=O)(=O)N2CCC(C(=O)NC3CCCC3)CC2)cc1Cl,-0.1%,8,1,/,9%,-2%,1%,-4,7
Cc1ccccc1NC(=O)COC(=O)COc1ccc2ccc(=O)oc2c1,/,/,/,/,-1%,-5%,1%,/,3
CCN(CC)c1nc(C)c(C(=S)Nc2cc([N+](=O)[O-])ccc2Cl)s1,10%,-3,39*,6,11µM*,0%,5%,-4,-9
CC(C)C(NC(=O)c1ccccc1NC(=O)c1ccccc1)C(=O)NCCCn1ccnc1 (centres undefined),-2.2%,-18,3,-6,-7%,-3%,-8%,-4,-17
CC(=O)C1C(c2ccc(C)cc2)c2c(noc2C)CC1(C)O (centres undefined),0.8%,-8,2,-6,1%,-4%,4%,0,0
CCc1cccc(CC)c1NS(=O)(=O)c1ccc2c(c1)CCN2C(=O)C1CC1,-0.5%,2,1,-5,0%,-2%,-1%,-2,/
COc1ccc(-c2nc3scc(-c4ccccc4)n3n2)cc1,-0.1%,-11,5,-4,/,-1%,-2%,-6,-16
COc1ccc(C2(C)NC(=O)N(CC3CCCCC3)C2=O)cc1 (centres undefined),-0.3%,-52*,12,-3,-7%,-3%,0%,-5,-6
O=c1c2cc(F)ccc2[nH]c(=S)n1Cc1ccc(F)cc1,0.7%,-12,2,-5,?,5%,-6%,-2,-8
O=C(c1ccccc1)c1ccc(N2CCOCC2)c(F)c1,2.2%,-11,4,-5,0%,2%,4%,-14,9
COc1ccc(-n2c(=O)[nH]c3cc(C(=O)NCCc4ccc(Cl)cc4)ccc3c2=O)cc1OC,21%&21%,-20&-7,3&0,12&3,2%&0%,-6%&-4%,0%&-4%,-4&0,-4&-13
CCC(C(=O)NCc1ccco1)N(Cc1cccs1)C(=O)CNS(=O)(=O)c1ccccc1 (centres undefined),2.0%,-9,0,0,-2%,-4%,0%,-5,-2
O=C(CNCc1ccco1)Nc1ccc(Oc2ccccc2)cc1,-1.5%,7,5,2,3%,5%,0%,-13,5
CC1CCCN(C(=O)c2nn(C)c3c2CSc2ccccc2-3)C1 (centres undefined),1.5%,7,0,-6,1%,0%,-6%,0,3
CC1=C(C)CC(C(=O)Nc2ccc3c(c2)OCO3)C(C(=O)O)C1 (centres undefined),-1.2%,/,0,-6,20%,?,1%,-1,6
O=C(CNCC1CCCO1)N1CCCCCC1 (centres undefined),6.0%,-14,1,-8,13%,-5%,-1%,6,-12
Cc1ccc(Cl)c2c1NC(=O)C2(O)CC(=O)c1ccccc1O (centres undefined),-1.9%,-7,0,2,-2%,-2%,6%,4,1
CC1CC(=O)Nc2ccccc2N1S(=O)(=O)c1ccc(C(F)(F)F)cc1 (centres undefined),1.9%,-25,1,/,-15%,-5%,-5%,-7,1

# Look-ups from the entries so far.
# In D2 potentiator, CC1CCCN(C(=O)c2nn(C)c3c2CSc2ccccc2-3)C1 (centres undefined) shows -6
# In D2 potentiator, O=C(CNCC1CCCO1)N1CCCCCC1 (centres undefined) shows -8
# In D1 PAM, CC1CC(=O)Nc2ccccc2N1S(=O)(=O)c1ccc(C(F)(F)F)cc1 (centres undefined) shows -7
